RmlCD inh 1536: M. tuberculosis RmlC/RmlD coupled enzyme inhibitors, primary screen, biochemical, compound mixtures, 384-well, from 1536-well plates | 0.03% of 160,000 active | RmlC+RmlD coupled enzyme assay, percent inhibition; primary screen in compound mixtures | dTDP-4-dehydrorhamnose reductase (Mycobacterium tuberculosis (strain ATCC 25618 / H37Rv)) … | inhibition, % at 3.6 µM | AID 1533, 2009; in the data active = inhibition mostly above about 34%, no sharp cut-off; also: some results filed as inactive read as strong as hits
Target sequence (P9WH09 whole entry, looked up): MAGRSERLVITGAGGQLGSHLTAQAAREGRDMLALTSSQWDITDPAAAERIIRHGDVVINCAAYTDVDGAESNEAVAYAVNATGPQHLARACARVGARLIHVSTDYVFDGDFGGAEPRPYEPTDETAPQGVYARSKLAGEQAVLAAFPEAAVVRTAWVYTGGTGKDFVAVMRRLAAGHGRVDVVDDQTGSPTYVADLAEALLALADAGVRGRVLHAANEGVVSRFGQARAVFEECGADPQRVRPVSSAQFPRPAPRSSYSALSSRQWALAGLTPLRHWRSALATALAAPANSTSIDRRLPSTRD
Target sequence (P9WH11 whole entry, looked up): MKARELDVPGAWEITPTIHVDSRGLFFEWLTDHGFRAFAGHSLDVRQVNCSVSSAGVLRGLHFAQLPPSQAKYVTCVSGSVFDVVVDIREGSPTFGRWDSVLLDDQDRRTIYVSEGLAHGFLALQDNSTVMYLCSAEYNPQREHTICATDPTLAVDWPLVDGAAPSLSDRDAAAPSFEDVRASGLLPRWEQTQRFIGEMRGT
GlmU inhibition: inhibition of mycobacterial GlmU enzyme – biochemical, glucosamine-1-phosphate acetyltransferase (AID 1376); Bifunctional protein GlmU (Mycobacterium tuberculosis (strain ATCC 25618 / H37Rv)); M. tuberculosis GlmU acetyltransferase enzyme assay; higher % means a stronger effect; inhibition, %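 (tested at 30 µM in the primary screen)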; hits with a dose series show IC50 in µM; 0.25% of 220,000 active; in the data active = inhibition above about 13%;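 also: 0% = complete reaction with vehicle and 100% = reaction without substrate; strong numbers were not always called active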
Numbers without * were called inactive; . = no result given. Only part of the results is shown. The share of hits here may be higher or lower than overall.

Structure,RmlCD inh 1536,GlmU inhibition
Cc1ccc(C(=O)c2c(C)oc3c2C(=O)C(=O)c2ccccc2-3)cc1,.,4.7%
O=C(COC(=O)C1CCN(S(=O)(=O)c2cccs2)CC1)NCc1ccc(F)cc1,11.3,1.2%
O=C1CCN(S(=O)(=O)c2ccccc2)C2CCCCC12 (centres undefined),.,4.7%
Cc1ccc(NC(=O)COC(=O)c2cccnc2Cl)cc1S(=O)(=O)N1CCCCC1,-13.2,-3.7%
Cc1nc2ccccc2n1/C(=N\S(=O)(=O)c1ccccc1)c1ccccc1,-7.0,4.4%
O=[N+]([O-])c1ccc(/C=N/N2CCN(c3ccncc3S(=O)(=O)N3CCCCC3)CC2)cc1,-8.3,8.1%
O=C(C1CCN(S(=O)(=O)c2cccc3cccnc23)CC1)N1CCCC1,-3.2,0.8%
Cc1cccc(C(=O)N2CCC(n3nnc4cc(F)ccc43)CC2)c1,3.1,1.3%
CC(=O)Nc1ccc2c(c1)ncn2-c1ccccc1,36.6,1.8%
Clc1cc2c(c(CSc3nc4ccccc4n4cccc34)c1)OCOC2,-10.1,-3.4%
CCOc1ccc(/C=N/NC(=O)c2c(C)n(C)c3ccc(OC)cc23)cc1,7.3,6.7%
O=C(NC(=S)Nc1ccccc1N1CCCC1)c1ccco1,-1.1,-0.7%
Cc1cccc(C)c1NC(=O)COC(=O)c1ccc2c(c1)OCO2,6.2,-0.6%
NC(=O)c1nc(C2CCCCC2)nc2c1[nH]c(=O)n2-c1ccc(F)cc1,-3.5,.
COC(=O)C1=C(c2ccccc2)C[C@@H]2CC[C@H]1N2C(=O)N1CCCC1,.,-5.9%
CCOC(=O)C1=C(N)OC2=C(C(=O)CCC2)C1c1sccc1C (centres undefined),7.5,8.2%
O=C(NC(=S)NCC1CCCO1)c1ccc(Cl)cc1 (centres undefined),-2.4,0.5%
CC1CCCCN1CCCn1c(=S)[nH]c2ccccc2c1=O (centres undefined),-10.4,2.6%
O=C(CCc1nnc(-c2ccc3c(c2)OCO3)o1)N1CCC(c2ccc(F)cc2)C1 (centres undefined),-11.7,-1.1%
COc1ccc(-n2c(=O)c3c4c(sc3n3c(=S)[nH]nc23)COC(C(C)C)C4)cc1 (centres undefined),-5.8,6.0%

Next compounds follow:
Structure,RmlCD inh 1536,GlmU inhibition
O=C(c1ccccc1)c1ccccn1,.,-2.7%
O=C(COC(=O)c1ccccc1NC(=O)c1ccco1)NC1CCS(=O)(=O)C1 (centres undefined),-8.6,7.9%
O=C(c1cccs1)N1CCN(CCc2ccccc2)CC1,-0.3,0.0%
CCOc1ccc(C(=O)Nc2nc3ccccc3[nH]2)cc1OCC,6.8,-2.4%
Cc1cnc(NC(=O)C2COc3ccccc3O2)s1 (centres undefined),.,3.3%
Cc1cc(=O)n2c(n1)NC(Nc1cccc(C)c1C)=NC2c1ccccc1 (centres undefined),-13.6,-8.3%
O=C(CSc1nnc(CNC(=O)c2ccccc2F)o1)NCc1ccccc1,9.2,-4.9%
COc1ccc(/C=C2\C(=O)N(Cc3ccc(F)cc3)CC(=O)N2Cc2ccccc2)cc1,13.7,0.5%
COC(=O)c1ccc(CN2CCN(Cc3ccc(F)cc3)C(CCO)C2)cc1 (centres undefined),.,-0.6%
N#Cc1cccc(NC(=O)c2ccccc2C(=O)O)c1,.,6.3%
CCSc1nnc2c(n1)[nH]c1c(C)cccc12,.,-1.6%
COc1ccccc1NC(=O)CN1CCN(c2ccccc2OC)CC1,.,-6.4%
CC(=O)C1=C(C)NC(=O)NC1c1cccs1 (centres undefined),8.7,6.6%
COc1ccc2nc(NC(=O)CCNS(=O)(=O)c3ccc4c(c3)oc(=O)n4C)sc2c1,6.7,.
COC(=O)c1ccc(C2/C(=C(\O)c3cccc(OC)c3)C(=O)C(=O)N2CCCN2CCOCC2)cc1 (centres undefined),1.6,-1.4%
CC1=C(C(=O)N2CCOCC2)C(c2cccc(C)c2)NC(=S)N1 (centres undefined),6.2,0.8%
O=C(NC1=NCCS1)C1COc2ccccc2O1 (centres undefined),0.4,-1.8%
COc1ccc(CCNC(=O)COC(=O)Cc2cc(OC)c(OC)c(OC)c2)cc1,-3.5,6.1%
COc1ccc(Nc2ccc(N3C(=O)CCCC3=O)cc2[N+](=O)[O-])cc1OC,-9.7,3.4%
O=C1CCC(=O)N1N1C(=O)C2C3c4ccccc4C(c4ccccc43)C2C1=O (centres undefined),0.5,1.1%

3 compounds from above, ordered by count of non-hydrogen atoms, lowest first.
Structure,RmlCD inh 1536,GlmU inhibition
CC1CCCCN1CCCn1c(=S)[nH]c2ccccc2c1=O (centres undefined),-10.4,2.6%
CCOC(=O)C1=C(N)OC2=C(C(=O)CCC2)C1c1sccc1C (centres undefined),7.5,8.2%
COc1ccc(-n2c(=O)c3c4c(sc3n3c(=S)[nH]nc23)COC(C(C)C)C4)cc1 (centres undefined),-5.8,6.0%

The listing continues.
Structure,RmlCD inh 1536,GlmU inhibition
CCOc1ccc(NC(=O)COC(=O)Cc2ccc(S(=O)(=O)N3CCOCC3)s2)cc1,-2.6,2.0%
CCC(=O)/C=C1/Sc2ccc(OC)cc2N1CC,.,5.5%
COc1ccc(NC(=O)CSc2nnc(NC(=O)c3ccccc3C(=O)O)s2)cc1,10.2,-5.4%
O=C1/C(=C/c2cccc([N+](=O)[O-])c2)N2CCC1CC2,.,-1.8%
NC(N)=NC1=NC(=O)C(Cc2ccccc2Cl)S1 (centres undefined),4.9,-5.8%
O=C(Oc1ccccc1/C=C\C(=O)c1cc2ccccc2o1)c1ccccc1,-9.1,-0.3%
O=C(OCc1ccccc1)c1ccc(Br)o1,2.0,6.3%
Cc1cccc(NC(=O)NC(=S)NC(=O)c2ccccc2)c1,-13.4,-15.3%
CCc1ccc(/C=C2\Oc3ccc(C(=O)OC)cc3C2=O)cc1,-8.2,-4.5%
CCN(CC)C(=S)NC(=O)c1ccc(F)cc1,0.6,-0.1%
CCCn1nnc(NC(=O)C(C)C)n1,.,-2.7%
O=c1c2ccccc2nc(CSc2ncnc3nc[nH]c23)n1-c1ccccc1Cl,.,7.0%
Cc1ccc(C)c(NC(=O)C(Sc2nc3ccccc3c(=O)n2CC(C)C)c2ccccc2)c1 (centres undefined),.,2.7%
COc1cccc(-n2nnnc2SCC(=O)NC2CCCC2)c1,-3.5,4.9%
C(#Cc1ccccc1)C[N+]1(CC#Cc2ccccc2)CCCCC1,-1.1,-4.7%
O=C(c1ccccc1)N(Cc1nc2ccccc2c(=O)[nH]1)C1CCCCC1,7.8,0.6%
COc1cc(OC)cc(C(=O)NC(=S)NNC(=O)[C@H]2C[C@@H]2c2ccccc2)c1,-4.0,3.4%
COc1ccc(NC(=O)CC2SC(=O)NC2=O)cc1 (centres undefined),-4.2,0.8%
Cc1cccc(C)c1NC(=O)Cn1c(CN2CCCCC2)nc2ccccc2c1=O,.,-3.4%
CCOc1ccc(N(CC(=O)NC2CCCC2)S(=O)(=O)c2c(C)[nH]c(=O)[nH]c2=O)cc1,7.3,-0.7%

Shown with each value named: entries from further up.
CCN(CC)C(=S)NC(=O)c1ccc(F)cc1
  RmlCD inh 1536 = 0.6; GlmU inhibition = -0.1%
CCCn1nnc(NC(=O)C(C)C)n1
  RmlCD inh 1536 = .; GlmU inhibition = -2.7%
O=c1c2ccccc2nc(CSc2ncnc3nc[nH]c23)n1-c1ccccc1Cl
  RmlCD inh 1536 = .; GlmU inhibition = 7.0%
Cc1ccc(C)c(NC(=O)C(Sc2nc3ccccc3c(=O)n2CC(C)C)c2ccccc2)c1 (centres undefined)
  RmlCD inh 1536 = .; GlmU inhibition = 2.7%

Going on with the list:
Structure,RmlCD inh 1536,GlmU inhibition
CC1(C)NC(=O)N(CCOc2ccc3c(c2)CCC3)C1=O,5.5,-1.4%
O=c1c2c3c(sc2nc2n1CCCC2)CCC3,.,-1.8%
CCc1ccccc1NC(=O)CSc1nnc(-c2ccncc2)o1,.,-0.9%
Cc1ccc(C(=O)OCC(=O)Nc2nc(-c3ccccc3)cs2)cc1NC(=O)c1ccco1,.,0.2%
COc1ccc(OC)c(NC(=O)C2CCN(Cc3cnn(-c4ccccc4)c3-n3cccc3)CC2)c1,.,2.2%
COc1ccc(C(=O)Nc2cccc(-c3cnc4ccccc4n3)c2)cc1,.,1.2%
CCCN1CN=C(Nc2nc3ccccc3o2)NC1,9.6,-3.6%
COc1ccc(N(CC(=O)Nc2cccc(C(F)(F)F)c2)S(C)(=O)=O)cc1,-12.1,1.7%
COc1cccc2c(=O)n(CC(=O)N3CCCCCC3)ccc12,.,9.3%
O=C(NCc1ccccc1)C1=C[C@H](c2ccc(C(F)(F)F)cc2)C[C@H](OCc2ccc(CO)cc2)O1,.,-3.6%
O=C(COc1ccc(S(=O)(=O)N2CCCCC2)cc1)NC1CCCCC1,8.4,0.5%
O=C(Nc1ccc([N+](=O)[O-])cc1)c1ccc(Cn2cc([N+](=O)[O-])cn2)cc1,10.0,-6.7%
Cc1ccccc1CN1CCN(CC(=O)NCc2ccccn2)C1=O,7.0,2.0%
Cn1c(Oc2ccc(F)cc2F)c(C=O)c2ccccc21,-5.9,-0.6%
Cc1nc(NS(=O)(=O)c2ccccc2)sc1NC(=O)Nc1ccc(Cl)cc1,16.3,11.2%
CCOC(=O)C1(Cc2ccc(OC)cc2)CCN(C(=O)c2ccc3[nH]ccc3c2)CC1,-7.3,1.1%
CCCN1CNC(=S)N(CC2CCCO2)C1 (centres undefined),-24.7,6.6%
COc1cccc(CN2CCN(c3ccc(F)cc3)C2=O)c1,5.7,-4.4%
COCCNC(=O)C(c1cccs1)N(C(=O)Cn1nnc2ccccc21)c1ccc2c(c1)OCO2 (centres undefined),8.6,-2.9%
N#CCCN(Cc1cccnc1)C(=O)Nc1cccc(Cl)c1,.,4.9%

(listing goes on)
Structure,RmlCD inh 1536,GlmU inhibition
CCc1nn(-c2ccccc2)c(N)c1-c1ccc(OC)c(OC)c1,.,3.6%
O=C1C=C(c2ccccc2)OC(c2ccccc2)O1 (centres undefined),-7.8,3.1%
O=C(CSc1nnc(CNC(=O)c2c(F)cccc2Cl)o1)Nc1ccc2c(c1)OCO2,.,1.1%
CC(C)Cc1ccc(C(C)C(=N)N)cc1 (centres undefined),6.0,-3.1%
O=C(Nc1ccc(Cl)cc1C(F)(F)F)c1ccccc1,4.6,6.2%
Cc1ccc(NC(=O)C2CC(c3ccc(F)cc3)=NO2)cc1 (centres undefined),-7.4,-0.4%
COc1ccc(S(=O)(=O)N2CCOCC2)cc1NC(=O)COC(=O)C1COc2ccccc2O1 (centres undefined),-14.7,-2.6%
CC(C)c1nc(NCC2CCCO2)c(C#N)c2c1COC(C)(C)C2 (centres undefined),6.5,-2.3%
C=CCN1C(=NC(=O)CC)SC2CS(=O)(=O)CC21 (centres undefined),-4.9,1.0%
Fc1cnc(Cl)nc1N1CCN(c2ccccc2)CC1,-2.4,3.7%
Nc1nonc1-c1nc2ccccc2n1Cc1ccc(F)cc1,.,-1.4%
Cc1ccc(Oc2ccc(NC(=O)Cn3ccsc3=N)cc2)cc1,.,-7.4%
COc1ccc(C(=O)NNC(=O)c2cc3cc([N+](=O)[O-])ccc3oc2=O)cc1OC,-11.2,3.4%
COc1ccc(/C(=C\Nc2ccc(C)c(C)c2)C(C)=O)cc1OC,4.3,-3.8%
CCCCOc1ccc(NC(=S)Nc2cc(C)nc(SCCCC)n2)cc1,.,-6.1%
COC(=O)c1ccc(NC(=O)CSc2nc3ccc(N4C(=O)C5C6C=CC(C6)C5C4=O)cc3s2)cc1 (centres undefined),-3.6,0.5%
COc1cc2c(cc1NC(=S)Nc1cccc(C)c1)oc1ccccc12,.,6.2%
CN1CCN(c2ncnc3c2c(-c2ccccc2)cn3-c2ccc(F)cc2)CC1,-2.5,0.8%
CCCCNC(=S)N1CCN(c2ccc(C(C)=O)cc2)CC1,-83.9,-1.9%
C/C(CC(=O)Nc1ccc2ccccc2c1)=N\NC(=O)c1cnccn1,-16.9,-0.7%

(listing goes on)
Structure,RmlCD inh 1536,GlmU inhibition
Cn1cccc1C(=O)C(=O)Nc1ccccc1C(F)(F)F,-6.2,-7.4%
O=C(NC(=S)Nc1ccc(CN2CCOCC2)cc1)c1ccc(-c2ccc(Cl)cc2)o1,.,-4.7%
CN(C)S(=O)(=O)c1ccc(Cl)c(C(=O)OCC(=O)NC(=O)c2cccn2C)c1,-9.9,-4.2%
Cc1ccc(-c2csc(NC(=S)NC(=O)c3ccco3)n2)cc1,.,-0.6%
COc1ccc(C(=O)OCC(=O)NCc2ccco2)cc1OC,-3.6,3.1%
COc1ccc(N2CCN(C(=O)c3ccc(NS(=O)(=O)c4ccc(F)cc4)cc3)CC2)cc1,-3.0,0.0%
Cc1cccn2cc(CNS(=O)(=O)c3cccc(F)c3)nc12,-2.6,-3.2%
Cc1nc2ccccc2nc1SCC(=O)c1ccccc1,6.0,5.3%
